# Source: PubChem (several laboratories)
# Dynein transport = inhibitors of GR-EGFP nuclear translocation, primary screen, dynein cargo transport inhibitor project, imaging, high-content, 3617.4 mouse cells; AID 1381, 2008; z-score, hits read low; test concentration mostly 20 µM; stimulated with dexamethasone, 1 µM; hits give low values; hit rate 0.47% among 220,000;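 active = plate z-score of nuclear minus cytoplasmic receptor signal below a set negative limit, without overly bright fluorescence or cell loss, cut at about -3.5 in these data, passing the limit was not always enough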;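 also: z-score of nuclear minus cytoplasmic ring GR-EGFP intensity difference per well; some compounds called inactive have numbers as strong as hits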
#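 Schedule: 48 h induction, then 1 h compound, then 30 min agonist, 37 °C. Buffer or medium: tetracycline-free induction medium containing charcoal-stripped FBS. Reagent: 1.0 µM final dexamethasone stimulus. Evaluation: nuclear versus cytoplasmic GR-EGFP signal, averaged per well. Signal: high-content fluorescence imaging after fixation.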
# Siah-1 displacement = Siah-1 peptide-binding antagonists, primary screen, biochemical, fluorescence polarization, rhodamine-plectin, uHTS (AID 1817); E3 ubiquitin-protein ligase SIAH1 (Homo sapiens); Siah-1 / rhodamine-plectin peptide fluorescence polarization; higher % means a stronger effect; one-dose displacement, % at 20 µM; IC50 in µM for titrated hits; hit rate 0.02% among 290,000;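 active = displacement of at least 50% at 20 µM, with a fluorescence ratio check between 0.3 and a set limit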;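 also: plate controls were Siah plus tracer with DMSO for no effect and tracer alone without Siah for full effect; strong numbers were not always called active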
# AID2073 = inhibitors of Mint1-CaV2.2 protein interaction, biochemical, HTRF (AID 2073); hit rate 0.19% among 290,000; one-dose inhibition, % at 20 µM; IC50 in µM for titrated hits; HTRF protein-protein interaction, Mint1-CaV2.2; higher % means a stronger effect; in the data active = inhibition mostly above about 51%, no sharp cut-off; inconclusive = no clear call, values can overlap the other calls; inactive = mostly below about 53%; also: some results filed as inactive read as strong as hits
# LYP phosphatase = inhibitors of LYP phosphatase, biochemical, fluorescence intensity, uHTS (AID 1779). Tyrosine-protein phosphatase non-receptor type 22 (Homo sapiens). recombinant LYP phosphatase, fluorescence intensity; higher % means a stronger effect. inhibition, % at 11.5 µM, or IC50 in µM where a hit was titrated. hit rate 0.054% among 290,000; in the data active = inhibition above about 50%;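 also: plate controls were vehicle with enzyme for no effect and no enzyme for full effect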
# Dynein transport cytoplasmic EGFP = also measured in Dynein transport; calls as there; z-score; measured here: cytoplasmic GR-EGFP intensity; hits give high values
# Dynein transport nuclear GR-EGFP = also measured in Dynein transport; calls as there; z-score; measured here: nuclear GR-EGFP intensity;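 lower value marks the stronger effect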
# Dynein transport cell count = also measured in Dynein transport; calls as there; z-score; measured here: cell count per field
# * = called active by the depositor; ? = inconclusive; nt = no result given.
SMILES,Dynein transport,Siah-1 displacement,AID2073,LYP phosphatase,others
NP(=O)(OCC(F)(F)F)Oc1ccccc1 (stereo unspecified),-0.912,nt,nt,nt,Dynein transport cytoplasmic EGFP=-0.16;Dynein transport nuclear GR-EGFP=-0.555;Dynein transport cell count=0.264
CN1CCCC1C(O)(c1ccccc1)c1ccccc1 (stereo unspecified),1.31,nt,nt,nt,Dynein transport cytoplasmic EGFP=0.405;Dynein transport nuclear GR-EGFP=1.04;Dynein transport cell count=-0.739
CCOC(=O)C(O)(c1ccc(N(C)C(=O)COc2ccccc2)cc1)C(F)(F)F (stereo unspecified),-0.0702,nt,nt,nt,Dynein transport cytoplasmic EGFP=-0.15;Dynein transport nuclear GR-EGFP=0.307;Dynein transport cell count=0.0891
COc1ccc(CC(=O)Nc2ccc(C#N)c(Cl)c2)cc1S(=O)(=O)N1CCOCC1,nt,0.9%,8.0%,-6.2%,
CC(C)(C)c1ccc(CSc2cnn(C(C)(C)C)c(=O)c2Cl)cc1,nt,1.9%,2.5%,-1.5%,
CNC(=O)NC(O)C(Cl)(Cl)Cl (stereo unspecified),nt,2.3%,6.1%,3.7%,
Cc1c(CC(=O)N2C[C@H]3C[C@@H](C2)c2cccc(=O)n2C3)c(=O)oc2cc(O)c(Cl)cc12,nt,0.9%,49.2%,-48.8%,
COc1ccc(CN2CCN(Cc3ccccc3F)CC2)cc1,nt,6.4%,-6.6%,-4.6%,
Cc1ccc(C2CC3CCC(C2)N3Cc2ccccc2F)cc1 (stereo unspecified),nt,-10.4%,11.4%,-9.5%,
O=C(Cc1ccccc1)OCC(=O)c1ccccc1,nt,1.6%,8.4%,-9.2%,
O=C(CCNC(=O)N1C[C@H]2C[C@@H](C1)c1cccc(=O)n1C2)Nc1cccc(Cl)c1,nt,-0.6%,5.3%,-8.7%,
O=C(c1ccc2c(c1)OCO2)C1CCCN(Cc2c(F)cccc2Cl)C1 (stereo unspecified),nt,-3.3%,9.8%,-5.1%,
C[C@]12CCC3C(CCC4=C/C(=N/OCC(=O)NC(CCC(N)=O)C(=O)O)CC[C@@]43C)C1CCC2O (stereo partly specified),nt,3.5%,-7.0%,-6.4%,
CCN1CCN(c2cc(=O)n3ccccc3n2)CC1,nt,-0.6%,5.7%,-7.6%,
O=C1CC(=O)N(c2ccccc2F)C(=O)N1,nt,6.3%,-8.5%,-6.5%,
CCC1=Nc2cc(C(=O)N3CCC4(CC3)OCCO4)ccc2Sc2ccc(C)cc21,nt,-4.4%,9.0%,-9.2%,
COc1ccc(C(O)P(=O)(Oc2ccccc2)Oc2ccccc2)cc1 (stereo unspecified),nt,-2.8%,33.0%,-2.6%,
COc1ccc(CCNCc2ccc(Br)cc2)cc1OC,nt,1.9%,5.3%,0.4%,
COc1ccc(CNCCc2c[nH]c3ccccc23)c(OC)c1OC,nt,3.7%,7.8%,-10.7%,
Brc1cccc(CNCCc2ccc3c(c2)OCO3)c1,nt,6.7%,0.8%,0.8%,
CCCCn1c(C)c(C(=O)O)c2cc(OC)c3ccccc3c21,nt,2.4%,15.8%,-1.9%,
CC(Cc1ccccc1)N1C(=O)c2ccccc2C1=O (stereo unspecified),nt,12.7%,9.4%,-4.6%,
COc1ccc(CN2CCNCC2)c(OC)c1OC,nt,6.6%,5.2%,-1.1%,
O=[N+]([O-])c1ccc(NC2CCCC2)c2ccncc12,nt,-3.9%,7.1%,-8.0%,
CN1C(=O)N(C)C(=O)C2(Cc3cc(NC(=O)c4ccc(F)cc4)ccc3N3CCCC32)C1=O (stereo unspecified),nt,-5.7%,20.6%,-6.0%,
S=C(NCCc1ccccc1)NCCc1cnc[nH]1,nt,-0.9%,?,-11.3%,
COC(=O)C1(C(=O)O)Cc2cc([N+](=O)[O-])ccc2N2CCCC21 (stereo unspecified),nt,2.8%,5.9%,-2.9%,
O=C(O)c1ccccc1NC(=O)C1C2CCC(O2)C1C(=O)O (stereo unspecified),nt,-1.3%,11.3%,-7.1%,
Cc1ccc2c(c1)N(C(C)C(=O)N1CCC3(CC1)OCCO3)C(=O)CO2 (stereo unspecified),nt,3.1%,3.1%,-7.3%,
CC(=O)N1CC(=O)Nc2ccc(Cl)cc2C1c1ccccc1 (stereo unspecified),nt,-0.8%,12.0%,-10.1%,
CC(C)(C)c1ccc(O)c(N=Cc2c(O)ccc3ccccc23)c1,nt,-5.4%,2.4%,-10.1%,
CC1CCC(C)(NS(=O)(=O)OCC(Cl)(Cl)Cl)CC1 (stereo unspecified),nt,-4.1%,-6.0%,-10.2%,
Cc1ccc(OP(=O)(Nc2cccc(C)c2)Oc2ccc(C)cc2)cc1,nt,14.0%,-0.4%,3.5%,
COc1ccc(OC)c(N2C(=O)/C(=C/c3ccco3)C(=O)NC2=S)c1,nt,108.2%,?,17.9%,
CN(C)C1(CNC(=O)Nc2ccc(Cl)c(Cl)c2)CCCCC1,nt,-0.2%,5.4%,-4.2%,
C[n+]1c(-c2ccccc2)sc2ccccc21,nt,3.0%,-38.0%,-4.8%,
CCOC(=O)[C@@H]1[C@H]2COc3ccc(Br)cc3[C@@H]2N2C(=O)N(c3cccc(C)c3)C(=O)[C@]12C,nt,2.0%,-0.8%,-10.7%,
O=C(COc1ccc(Cl)cc1)NCCc1cnc[nH]1,nt,0.6%,-5.3%,-6.6%,
C[C@]12CCC3[C@@H](CCC4=CC(=O)CC[C@@]43C=O)C1CCC2=O (stereo partly specified),nt,0.0%,1.0%,-0.3%,
COc1ccc(CNC(=O)CCC(=O)N2C[C@H]3C[C@H](C2)c2cccc(=O)n2C3)cc1OC,nt,-1.2%,-4.5%,-1.3%,
O=C(O)Cn1cc(C(=O)c2ccccc2F)c2ccccc21,nt,3.0%,8.1%,-2.4%,
Cc1ccc(C2=NCC(=O)Nc3ccc(Br)cc32)cc1,nt,1.7%,-3.5%,-4.8%,
CCOc1ccc(NC2=NCCCS2)cc1,nt,-2.7%,7.8%,-5.6%,
CCOC(=O)C1(CCOc2ccccc2)CCN(Cc2ccccc2OC)CC1,nt,0.8%,-1.1%,-5.1%,
COc1ccc(C(CNC(=O)c2ccc3c(c2)CCC3)N(C)C)cc1 (stereo unspecified),nt,-4.9%,7.4%,-13.7%,
O=C(CCc1ccc(O)cc1)N1C[C@H]2C[C@@H](C1)c1cccc(=O)n1C2,nt,-5.0%,14.7%,-7.7%,
CC1CN=C(NCc2ccccc2Cl)S1 (stereo unspecified),nt,-6.2%,13.6%,2.0%,
CC(C)c1ccc(C2NCc3ccccc3-n3cccc32)cc1 (stereo unspecified),nt,0.4%,-5.0%,-9.3%,
CCCCn1c(=O)c(C(=O)Nc2ccccc2N)c(O)c2ccccc21,nt,3.0%,11.5%,-3.0%,
COc1cc(C)cc2oc(=O)c(CC(=O)N3C[C@H]4C[C@@H](C3)c3cccc(=O)n3C4)c(C)c12,nt,-0.8%,30.3%,-14.1%,
Cc1ccc(-n2c(CNCc3ccc(F)cc3)nc3ccccc3c2=O)cc1,nt,5.5%,4.8%,-4.5%,
CN(C)S(=O)(=O)c1cc(C(=O)N2CCC(C(=O)O)(c3ccccc3)CC2)ccc1Cl,nt,0.4%,16.8%,-8.2%,

# In the list so far, these have a Cl atom.
SMILES,Dynein transport,Siah-1 displacement,AID2073,LYP phosphatase,others
COc1ccc(CC(=O)Nc2ccc(C#N)c(Cl)c2)cc1S(=O)(=O)N1CCOCC1,nt,0.9%,8.0%,-6.2%,
CC(C)(C)c1ccc(CSc2cnn(C(C)(C)C)c(=O)c2Cl)cc1,nt,1.9%,2.5%,-1.5%,
CNC(=O)NC(O)C(Cl)(Cl)Cl (stereo unspecified),nt,2.3%,6.1%,3.7%,
Cc1c(CC(=O)N2C[C@H]3C[C@@H](C2)c2cccc(=O)n2C3)c(=O)oc2cc(O)c(Cl)cc12,nt,0.9%,49.2%,-48.8%,
O=C(CCNC(=O)N1C[C@H]2C[C@@H](C1)c1cccc(=O)n1C2)Nc1cccc(Cl)c1,nt,-0.6%,5.3%,-8.7%,
O=C(c1ccc2c(c1)OCO2)C1CCCN(Cc2c(F)cccc2Cl)C1 (stereo unspecified),nt,-3.3%,9.8%,-5.1%,
CC(=O)N1CC(=O)Nc2ccc(Cl)cc2C1c1ccccc1 (stereo unspecified),nt,-0.8%,12.0%,-10.1%,
CC1CCC(C)(NS(=O)(=O)OCC(Cl)(Cl)Cl)CC1 (stereo unspecified),nt,-4.1%,-6.0%,-10.2%,
CN(C)C1(CNC(=O)Nc2ccc(Cl)c(Cl)c2)CCCCC1,nt,-0.2%,5.4%,-4.2%,
O=C(COc1ccc(Cl)cc1)NCCc1cnc[nH]1,nt,0.6%,-5.3%,-6.6%,
CC1CN=C(NCc2ccccc2Cl)S1 (stereo unspecified),nt,-6.2%,13.6%,2.0%,
CN(C)S(=O)(=O)c1cc(C(=O)N2CCC(C(=O)O)(c3ccccc3)CC2)ccc1Cl,nt,0.4%,16.8%,-8.2%,

# Not all compounds are listed; rates above refer to the full screens.
